Compound activity (PubChem)
NPSR antag – blocks cAMP signaling of the human neuropeptide S receptor; Q6W5P4; CHO-NPSR cells, cAMP TR-FRET, antagonist mode; Potency, µM (highest dose often 38.3 µM), without a hit: at the top dose activity change, negative = inhibition, usual class: inhibitors; 220,000 compounds, 1% hits; also: potency is read from the fitted curve at half-maximal effect; % is scaled to controls: 0 for no effect and ±100 for the full control effect; nearly all actives have a fitted effect of over 50% in size; many of its hits are not listed in these tables
Target sequence (Q6W5P4 whole entry, looked up): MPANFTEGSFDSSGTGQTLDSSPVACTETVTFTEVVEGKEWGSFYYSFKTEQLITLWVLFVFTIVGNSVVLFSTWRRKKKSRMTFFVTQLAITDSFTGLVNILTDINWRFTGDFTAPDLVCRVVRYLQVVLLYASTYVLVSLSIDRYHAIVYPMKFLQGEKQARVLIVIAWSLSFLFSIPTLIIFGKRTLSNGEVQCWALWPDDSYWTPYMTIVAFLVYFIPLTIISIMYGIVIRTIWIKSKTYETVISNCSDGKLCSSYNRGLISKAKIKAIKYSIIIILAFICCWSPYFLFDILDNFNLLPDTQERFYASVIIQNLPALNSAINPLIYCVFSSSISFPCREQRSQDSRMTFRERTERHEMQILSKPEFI
TRb-SRC2 inh – inhibitors of human thyroid hormone receptor beta-SRC2 interaction. P10828. TRbeta-SRC2 peptide binding, fluorescence polarization; receptor liganded with 1 µM T3. Potency, µM (titrated, usually from 106 µM), for the others: at the highest dose activity change, negative = inhibition, actives largely listed as inhibitors. 280,000 compounds, 0.065% hits. AID 1469;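 also: potency is read from the fitted curve at half-maximal effect; plate controls were bound peptide for no effect and peptide without receptor for full effect; nearly all actives have a fitted effect of over 50% in size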
Target sequence (P10828 whole entry, looked up): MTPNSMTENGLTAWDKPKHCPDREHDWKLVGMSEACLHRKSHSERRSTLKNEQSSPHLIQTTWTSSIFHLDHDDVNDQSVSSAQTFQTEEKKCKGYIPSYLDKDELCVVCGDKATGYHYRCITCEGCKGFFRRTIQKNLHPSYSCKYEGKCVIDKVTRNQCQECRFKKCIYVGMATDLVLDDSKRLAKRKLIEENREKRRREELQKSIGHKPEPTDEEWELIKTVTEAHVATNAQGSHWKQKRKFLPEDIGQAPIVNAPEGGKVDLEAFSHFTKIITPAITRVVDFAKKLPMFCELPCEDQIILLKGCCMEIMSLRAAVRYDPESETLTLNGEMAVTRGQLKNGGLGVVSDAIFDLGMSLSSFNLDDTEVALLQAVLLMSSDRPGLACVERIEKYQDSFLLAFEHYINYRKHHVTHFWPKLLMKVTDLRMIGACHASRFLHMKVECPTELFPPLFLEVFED
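Human TRb ligand-binding domain (0.6 uM) is mixed with 20 nM Texas Red SRC2 peptide and 1 uM T3; after compound addition and 5 hr at ambient temperature, polarization is measured and normalized to unbound and bound controls.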
TexasRed fluor – Texas Red fluorescence interference in TRb-SRC2 counter-screen; TRb/SRC2 Texas Red total fluorescence interference; Potency, µM (highest dose often 106 µM), for the others: top-dose fluorescence change, negative = quenching; 280,000 compounds, 0.29% hits; active = well fitted curve in either direction with a large enough effect; inconclusive = small, poorly fitted or top-dose-only effect; also: potency is read from the fitted curve at half-maximal effect; % is scaled to controls: 0 for no effect and ±100 for the full control effect
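Human TRb ligand-binding domain at 0.6 uM with 20 nM Texas Red SRC2 peptide in Tris buffer containing 1 uM T3 and 5% DMSO, incubated with compound 5 h at ambient temperature. Total fluorescence (555/632 nm) calculated as parallel + 2 × perpendicular.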
Epigenetic derep – epigenetic control regulation, reporter derepression | murine LDR cells, GFP reporter derepression, 30 h | Potency, µM (titrated, usually from 53.9 µM), inactives show at the top dose GFP activation, usual class: activators | 280,000 compounds, 0.2% hits | AID 1865; also: potency is read from the fitted curve at half-maximal effect; % of control where 0% means no effect; nearly all actives have a fitted effect of over 60% in size
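Readout is the number of GFP-expressing murine LDR cells, counted by cytometry following washing. Cells were treated with compound for 30 h at 37 C; the stably integrated CMV-GFP locus is normally silent.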
Tau fluor cs – counter-screen for tau fibril formation inhibitors | tau K18 P301L Alexa594 fluorescence, heparin fibrillization | Potency, µM (top dose mostly 57.7 µM), inactives show at the highest dose activity change, negative = decrease | 280,000 compounds, 0.93% hits; also: potency is read from the fitted curve at half-maximal effect; % is scaled to controls: 0 for no effect and ±100 for the full control effect; nearly all actives have a fitted effect of over 55% in size
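Human tau K18 P301L (15 uM unlabeled, 0.24 uM Alexa 594-labeled) in 100 mM sodium acetate pH 7 with 20 uM heparin, 6 hr at 37 C. ThT 30 uM added, 1 hr ambient; Alexa 594 FP and total fluorescence read at 555/632 nm.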
aGal spleen mod – inhibits or activates alpha-galactosidase in human spleen homogenate; AID 2107; P06280; 240,000 compounds, 0.008% hits; Potency, µM (highest dose often 80 µM), inactives show top-dose activity change, negative = inhibition, most hits filed as inhibitors; human spleen homogenate, 4MU-alpha-Gal fluorescence, 40 min;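 also: potency is read from the fitted curve at half-maximal effect; 0% = enzyme with vehicle and -100% = no enzyme basal signal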
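Human spleen homogenate (1 ug) was the enzyme source, with 4-methylumbelliferyl-alpha-D-galactopyranoside (1 mM final) in pH 5.0 citrate buffer with 0.01% Tween-20. Compounds were titrated; after 40 min at 37C, NaOH/glycine stop, 4-MU fluorescence read; AC50 from Hill fits.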
Tau FP inhib – blocks human tau fibril formation measured by polarization; P10636; K18 P301L tau heparin fibrillization, Alexa594 FP, 6 h; Potency, µM (titrated, usually from 57.7 µM), without a hit: top-dose activity, negative = inhibition, most hits filed as inhibitors; 280,000 compounds, 0.39% hits; also: potency is read from the fitted curve at half-maximal effect; % is scaled to controls: 0 for no effect and ±100 for the full control effect; nearly all actives have a fitted effect of over 55% in size
Target sequence (P10636 561-689 P618L limits assumed): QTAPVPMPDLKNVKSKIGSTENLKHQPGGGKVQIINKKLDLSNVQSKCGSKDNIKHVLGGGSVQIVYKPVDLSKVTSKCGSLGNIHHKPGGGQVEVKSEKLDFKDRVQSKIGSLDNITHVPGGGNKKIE
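Heparin (20 uM) drove fibril formation of recombinant tau K18 P301L, 15 uM unlabeled with 0.24 uM Alexa 594 label, for 6 hr at 37 C in 100 mM sodium acetate pH 7. Fluorescence polarization (555/632 nm) read 1 hr after 30 uM ThT.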
CBFb RUNX1 block – blocks binding between human CBF-beta and RUNX1; Potency, µM (doses to about 59.8 µM), without a hit: at the highest dose activity, negative = inhibition, most hits filed as inhibitors; AlphaScreen CBFb-His/RUNX1-biotin binding, biochemical; 230,000 tested, under 10 active; Q01196+Q13951; AID 1477; also: % of control where 0% means no effect
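Proteins preincubated together for 20 min at RT before compound addition; 15 min later, nickel and streptavidin beads were added and left 90 min prior to AlphaScreen measurement.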
The depositor's hits bear a star; u = inconclusive; x = no result given; [ ] = another dose, or the depositor's remark. Unless noted, calls follow the shape of the dose curve; as a rule, active = well fitted curve in the direction sought with a large enough effect; inconclusive = small, poorly fitted or top-dose-only effect, or another doubt; inactive = no such curve, though single readings can be large; an effect the other way counts as inactive or inconclusive.

Fields: NPSR antag | TRb-SRC2 inh | TexasRed fluor | Epigenetic derep | Tau fluor cs | aGal spleen mod | Tau FP inhib | CBFb RUNX1 block
> CN(Cc1cc(=O)n2ccsc2n1)c1ccccc1
  23.5% | -3.7% | -8.1% | -1.6% | -18.9% | -4.5% | 3.5% | 2.0%
> COc1ccc(-n2c(=O)c3ccccc3n(CC(=O)NCc3ccco3)c2=O)cc1
  15.3% | 2.5% | -1.2% | 7.5% | -5.0% | 4.3% | 0.0% | -2.3%
> O=C(NCc1ccccc1)c1ccc(=O)[nH]n1
  3.4%[46.1 µM] | -15.0% | 1.7% | -7.0% | -2.3% | 2.0% | -10.7% | 9.4%
> CCOCCCNC(=O)C1CCN(c2nn3cc(-c4ccc(F)cc4)nc3s2)CC1
  x | 1.5% | 9.0% | -0.4% | -6.4% | x | 5.1% | x
> C#CCO[C@@H]1C[C@H](n2cnc3c(NC(=O)c4ccccc4)ncnc32)O[C@@H]1CO
  20.8% | 9.8% | 0.7% | 11.1% | 21.0% | 3.2% | 2.1% | 13.1%
> CCN(CC)CCNC(=O)c1ccc(NC(=O)Cc2ccccc2F)cc1
  6.0% | -9.8% | -2.2% | -2.7% | 4.6% | 0.6% | -0.8% | 7.4%
> CC(C)OC(=O)CC(=O)CSc1nc2c(cc1C#N)CCCCCC2
  -26.4%[46.1 µM] | -4.2% | -8.9% | -0.7% | u | -0.5% | -3.6% | 20.8%
> CC(C)(C)n1nnnc1C(c1cccs1)N(Cc1cccnc1)CC1CCCO1 (stereo unspecified)
  -24.0%[46.1 µM] | -4.9% | -1.0% | -0.9% | -7.5% | 5.5% | -5.6% | 0.1%
> O=C(CCCC(=O)N(c1ccc2c(c1)OCCO2)C(C(=O)NC1CCCCC1)c1ccc(F)cc1)Nc1ccccn1 (stereo unspecified)
  -27.8%[46.1 µM] | -0.9% | 0.1% | -0.9% | -1.8% | 6.5% | -4.9% | 4.4%
> CC1CN(C(=O)CCC(=O)Nc2cc(F)ccc2F)c2ccccc2S1 (stereo unspecified)
  x | -4.9% | -1.8% | -0.1% | -16.2% | x | -3.2% | x

(list continues)
Fields: NPSR antag | TRb-SRC2 inh | TexasRed fluor | Epigenetic derep | Tau fluor cs | aGal spleen mod | Tau FP inhib | CBFb RUNX1 block
> CCc1ccc(OCC(=O)N(Cc2ccc(Cl)cc2)C2CCS(=O)(=O)C2)cc1 (stereo unspecified)
  x | -3.4% | 1.5% | 0.0% | -17.6% | x | 4.7% | x
> COc1ccc2c(c1)cc(C)c1nnc(SCC(=O)N3CCN(C(=O)c4ccco4)CC3)n12
  2.5%[46.1 µM] | 3.5% | 0.3% | 0.7% | 0.4% | -6.9% | -0.5% | -11.5%
> c1ccc(-c2cc(-c3ccccc3)on2)cc1
  -20.1% | -2.1% | -0.8% | 2.1% | -11.8% | -0.4% | -10.6% | 15.2%
> CN(Cc1ccccc1)S(=O)(=O)c1nnc(NC(=O)c2ccccc2)s1
  x | -7.3% | 3.6% | 0.0% | -6.7% | x | -0.3% | x
> CSc1cccc(NC(=O)c2nnn(Cc3ccccc3)c2N)c1
  -26.4%[46.1 µM] | 1.1% | 2.2% | -1.2% | -27.9% | 6.9% | u | -1.9%
> CCOc1ccccc1NC(=O)C1Cc2ccccc2CN1S(C)(=O)=O (stereo unspecified)
  u | -7.8% | 0.7% | -1.2% | -6.0% | -7.6% | -8.5% | -1.2%
> Cn1c(=O)c2c(nc(CN3CCN(CCO)CC3)n2Cc2cccc3ccccc23)n(C)c1=O
  -5.7%[46.1 µM] | -6.0% | -0.4% | -1.0% | -9.0% | 5.4% | 0.5% | -3.3%
> COc1cc2c3nnc(-c4ccc(F)cc4)c-3cn(Cc3ccccc3)c2cc1OC
  -2.3%[46.1 µM] | -14.4% | -4.1% | u | -29.2% | 2.9% | 10.5% | 28.1%
> COc1ccccc1N1CCN(c2cc(=O)n(-c3ccccc3Cl)c(=O)[nH]2)CC1
  -8.8%[46.1 µM] | -0.3% | -5.1% | -1.0% | 3.7% | -9.4% | -1.5% | -6.4%
> Cc1nc(N2CCC(C(N)=O)CC2)c2nnn(Cc3ccccc3)c2n1
  -21.2%[46.1 µM] | -11.6% | -2.8% | -1.0% | -12.3% | 22.8% | 6.3% | -3.3%

(listing goes on)
| SMILES | NPSR antag | TRb-SRC2 inh | TexasRed fluor | Epigenetic derep | Tau fluor cs | aGal spleen mod | Tau FP inhib | CBFb RUNX1 block |
| --- | --- | --- | --- | --- | --- | --- | --- | --- |
| COc1ccc(OCC(=O)NNC(=O)Cc2coc3cc(OC)ccc23)cc1 | -11.7%[46.1 µM] | -4.7% | -4.2% | -1.0% | -9.1% | -3.5% | 4.5% | -29.3% |
| Cc1cc(C(=O)Nc2c(C)nn(Cc3c(Cl)cccc3Cl)c2C)no1 | 1.9%[46.1 µM] | 2.7% | 0.4% | -0.4% | -5.8% | 2.3% | 1.8% | 3.6% |
| Cc1n[nH]c(=S)n1/N=C/c1ccc(-c2ccccc2[N+](=O)[O-])o1 | -11.1%[46.1 µM] | -4.0% | 0.1% | -1.7% | -21.0% | 3.6% | 7.2% | -6.7% |
| Cc1ccc(C)c(NC(=O)C2C(c3ccccc3)C2(Cl)Cl)c1 (stereo unspecified) | -26.7%[46.1 µM] | -1.9% | -2.7% | 1.9% | -14.7% | 3.0% | 4.2% | 9.6% |
| COc1cccc(-n2c(=O)c3c4c(sc3n(Cc3ccc(C)cc3)c2=O)CCCC4)c1 | x | 0.1% | u | -1.8% | 4.1% | x | -2.8% | x |
| O=C(Nc1c(C(=O)Nc2ccccc2)cnn1-c1ccccc1)c1ccco1 | -19.4%[46.1 µM] | -17.5% | -0.2% | -5.6% | -5.5% | 9.9% | 3.4% | -5.9% |
| CC(=O)Nc1ccc(S(=O)(=O)N2C3CCCC2CC(NC(=O)C2CCCCC2)C3)cc1 (stereo unspecified) | -17.5%[7.67 µM] | 6.9% | -1.2% | -1.4% | 4.1% | 4.0% | 3.5% | 1.0% |
| O=C(CN1C(=O)S/C(=C/c2cccnc2)C1=O)N1CCOCC1 | -0.9% | 0.5% | -5.2% | 0.0% | -5.1% | -12.7% | -10.5% | -3.9% |
| CCOC(=O)c1nn2c(C(F)(F)F)cc(-c3ccc(C)cc3)nc2c1Cl | x | -10.1% | u | -1.6% | 1.1% | x | -5.5% | x |
| C(/C=C/c1ccco1)=N/N1CCN(c2ccccc2)CC1 | -11.3%[46.1 µM] | -2.3% | -3.3% | -3.1% | -25.9% | -12.4% | -2.0% | -29.9% |
| Cc1nnc(NC(=O)CC(NC(=O)C(F)(F)F)c2ccccc2)s1 (stereo unspecified) | 30.5% | 0.2% | -1.0% | 3.0% | -6.8% | -7.7% | -2.3% | 2.0% |
| COc1ccc(C2N(C(=O)N3CCOCC3)CCN2S(=O)(=O)c2ccc(C)cc2)cc1 (stereo unspecified) | -8.7%[46.1 µM] | -7.1% | -1.6% | 1.8% | -6.9% | -11.4% | 10.4% | 4.0% |
| O=C(O)CCCCCn1c(SCc2cc(=O)n3cc(Cl)ccc3n2)nc2ccsc2c1=O | -4.8% | -4.3% | -2.6% | -0.2% | -13.2% | 3.3% | 1.0% | -0.2% |
| COC(=O)c1ccc2c(c1)N(C)CCS2 | 6.4%[46.1 µM] | 0.6% | 3.3% | 1.0% | -9.5% | -22.4% | -2.1% | 5.3% |
| O=S1(=O)CCC(NC(=S)Nc2ccccc2)C1 (stereo unspecified) | 39.6% | 0.3% | -2.0% | 2.5% | -5.6% | -15.5% | -2.5% | -0.1% |
| CC1CCN(S(=O)(=O)c2ccc3c(c2)N(CC(=O)NCCCN2CCCCC2)C(=O)CS3)CC1 | x | -7.1% | 0.8% | -0.9% | 0.7% | x | 0.1% | x |
| CCn1ncc(C2=NOC(C(=O)NCc3ccc(Cl)cc3)C2)c1C (stereo unspecified) | u | 0.6% | -2.9% | -1.3% | 0.4% | -9.1% | 3.0% | 5.4% |
| O=C(Nc1cccc(F)c1F)C1CCN(c2ncccn2)CC1 | x | 6.1% | -2.0% | 1.7% | -6.8% | x | 2.3% | x |
| Cc1ccccc1SCCNC(=O)CCc1ccccc1 | 0.3% | -3.8% | -0.7% | 1.6% | -6.9% | 5.6% | -4.8% | 8.7% |
| CCOc1cc(/C=N/n2cnnc2)c(Br)cc1O | -9.7%[46.1 µM] | 0.5% | -5.0% | 0.0% | -1.7% | -1.8% | -14.9% | 1.2% |

Reformatted as labelled records: part of the list above.
> Cc1n[nH]c(=S)n1/N=C/c1ccc(-c2ccccc2[N+](=O)[O-])o1
  NPSR antag: -11.1%[46.1 µM]
  TRb-SRC2 inh: -4.0%
  TexasRed fluor: 0.1%
  Epigenetic derep: -1.7%
  Tau fluor cs: -21.0%
  aGal spleen mod: 3.6%
  Tau FP inhib: 7.2%
  CBFb RUNX1 block: -6.7%
> Cc1cc(C(=O)Nc2c(C)nn(Cc3c(Cl)cccc3Cl)c2C)no1
  NPSR antag: 1.9%[46.1 µM]
  TRb-SRC2 inh: 2.7%
  TexasRed fluor: 0.4%
  Epigenetic derep: -0.4%
  Tau fluor cs: -5.8%
  aGal spleen mod: 2.3%
  Tau FP inhib: 1.8%
  CBFb RUNX1 block: 3.6%
> COC(=O)c1ccc2c(c1)N(C)CCS2
  NPSR antag: 6.4%[46.1 µM]
  TRb-SRC2 inh: 0.6%
  TexasRed fluor: 3.3%
  Epigenetic derep: 1.0%
  Tau fluor cs: -9.5%
  aGal spleen mod: -22.4%
  Tau FP inhib: -2.1%
  CBFb RUNX1 block: 5.3%
> Cc1ccccc1SCCNC(=O)CCc1ccccc1
  NPSR antag: 0.3%
  TRb-SRC2 inh: -3.8%
  TexasRed fluor: -0.7%
  Epigenetic derep: 1.6%
  Tau fluor cs: -6.9%
  aGal spleen mod: 5.6%
  Tau FP inhib: -4.8%
  CBFb RUNX1 block: 8.7%

An excerpt; the hit share may differ from the screen's.
